Screening results deposited in PubChem BioAssay by several laboratories.
KOR beta-arrestin-1 – KOR agonists, beta-arrestin recruitment, primary screen, cell-based, luminescence, uHTS (AID 1777); Kappa-type opioid receptor (Homo sapiens); KOR beta-arrestin recruitment, luminescence; higher % means a stronger effect; one-dose activation, % at 10 µM; EC50 in µM for titrated hits; 0.02% of 280,000 active; in the data active means activation above about 50%, passing the limit was not always enough; further: a part of the inactive calls stands beside numbers as strong as those of hits
KOR beta-arrestin-2 – KOR antagonists, beta-arrestin recruitment, cell-based, luminescence, uHTS (AID 1778); Kappa-type opioid receptor (Homo sapiens); KOR beta-arrestin recruitment, luminescence, antagonist mode; higher % means a stronger effect; inhibition, % at 10 µM, or IC50 in µM where a hit was titrated; 0.091% of 290,000 active; in the data active means inhibition above about 50%; further: strong numbers were not always called active
UTI89 phage lysis – inhibition of K1F phage lysis, E. coli UTI89, bacterial capsule biogenesis inhibitors, alamar blue (AID 488966). E. coli UTI89 K1F phage lysis, alamar blue, 2 h; higher % means a stronger effect. inhibition, % at 100 µM, or IC50 in µM where a hit was titrated. 0.02% of 340,000 active;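 active means phage lysis inhibition, versus mean bacterial control, above a set limit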;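 further: capsule biogenesis inhibitors block K1F phage lysis so surviving cells raise fluorescence; higher fluorescence means more inhibition of phage lysis; actives were called in the ten point dose series up to 300 µM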
GPR35 antagonists – GPR35 antagonists blocking zaprinast-driven arrestin recruitment, primary screen, imaging, U2OS, beta-arrestin-GFP, zaprinast agonist (AID 2058) | G-protein coupled receptor 35 (Homo sapiens) | U2OS GPR35 beta-arrestin-GFP translocation imaging, zaprinast antagonism; higher % means a stronger effect | one-dose inhibition, % at 10 µM; IC50 in µM for titrated hits | 0.052% of 290,000 active;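 active means inhibition of at least 50% with at least 30 cells and total cytoplasm GFP at most 10,000,000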
NOD1 inhibition – NOD1 signaling inhibitors, primary screen, cell-based, luminescence, uHTS (AID 1578); NOD1-driven NF-kB luciferase reporter cells, luminescence; higher % means a stronger effect; 1% of 290,000 active; one-dose inhibition, % at 4 µM; EC50 in µM for titrated hits; in the data active means inhibition mostly above about 36%, no sharp cut-off; inactive means mostly below about 34%;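 further: HEK-293T reporter cells stimulated with the NOD1 agonist gamma-tri-DAP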
GPR55 antagonists – GPR55 antagonists blocking LPI-driven arrestin recruitment, primary screen, imaging, U2OS, beta-arrestin-GFP, LPI agonist (AID 2013). G-protein coupled receptor 55 (Homo sapiens). U2OS GPR55 beta-arrestin-GFP translocation imaging, LPI antagonism; higher % means a stronger effect. inhibition, % at 10 µM, or IC50 in µM where a hit was titrated. 0.13% of 290,000 active;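 active means spots per cell inhibited over 60%, with over 100 cells counted and total cytoplasm intensity under 500,000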;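 further: U2OS cells stably carrying GPR55 and arrestin-GFP stimulated by 5 µM LPI near EC80; imaged beta-arrestin-GFP aggregate spots per cell after agonist stimulation; plate controls were LPI-stimulated DMSO wells for no effect and DMSO wells without LPI for full effect; some results filed as inactive read as strong as hits; confirmed hits need IC50 under 10 µM and bright autofluorescent wells are also inconclusive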
GPR55 activation – GPR55 agonists via beta-arrestin recruitment, primary screen, imaging, U2OS cells, beta-arrestin-GFP redistribution (AID 1961). G-protein coupled receptor 55 (Homo sapiens). U2OS GPR55 beta-arrestin-GFP redistribution imaging; higher % means a stronger effect. one-dose activation, % at 10 µM; EC50 in µM for titrated hits. 0.048% of 290,000 active;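 active means activation above 40% with more than 50 cells counted in the well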;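 further: U2OS osteosarcoma cells stably expressing GPR55 and beta-arrestin-GFP; plate controls were DMSO negative control for no effect and LPI positive control for full effect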
Rac1 GTP hydrolysis – MgcRacGAP GTPase-activating activity inhibitors, confirmation, biochemical, ADP Hunter fluorescence. Rac GTPase-activating protein 1 (Homo sapiens). MgcRacGAP-stimulated Rac1 GTP hydrolysis, ADP Hunter fluorescence; higher % means a stronger effect; GST-tagged Rac1 F28L mutant substrate. inhibition, % at 30 µM, or IC50 in µM where a hit was titrated. 0.6% of 340,000 active;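 active means first-screen hits whose inhibition reached a set limit at any dose in the follow-up dose series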;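 further: fluorescence reports GDP produced by GAP-driven GTP hydrolysis; strong numbers were not always called active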
NTR1 ag – agonists of NTR1, primary screen, imaging, U2OS cells, beta-arrestin-GFP, high content (AID 493036). activation, % at 20 µM. 0.17% of 330,000 active. NTR1-U2OS beta-arrestin-GFP spot imaging, agonist mode. Neurotensin receptor type 1 (Homo sapiens), P30989;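 active means activation at or above 40% of the spot to cytoplasm intensity ratio, with at least 20 cells analyzed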;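 further: 0% = DMSO without peptide and 100% = 100 nM NTR1 peptide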
Target sequence (P30989 whole entry, looked up): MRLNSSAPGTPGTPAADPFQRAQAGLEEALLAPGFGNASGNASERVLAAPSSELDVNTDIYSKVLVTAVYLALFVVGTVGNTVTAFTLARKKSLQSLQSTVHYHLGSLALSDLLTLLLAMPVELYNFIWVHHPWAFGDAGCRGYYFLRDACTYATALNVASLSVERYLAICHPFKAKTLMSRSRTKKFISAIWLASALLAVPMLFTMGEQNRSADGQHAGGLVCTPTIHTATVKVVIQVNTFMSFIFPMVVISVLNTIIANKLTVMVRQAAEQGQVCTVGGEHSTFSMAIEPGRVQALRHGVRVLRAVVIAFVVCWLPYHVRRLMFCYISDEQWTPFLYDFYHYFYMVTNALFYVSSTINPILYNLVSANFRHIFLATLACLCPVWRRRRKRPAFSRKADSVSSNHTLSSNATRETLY
NTR1 ag cell count 20 µM – also measured in NTR1 ag; calls as there; cell count; measured here: cell count, cytotoxicity flag
* = called active by the depositor; / = not tested or not shown; [ ] = another dose, or the depositor's remark.

SMILES	KOR beta-arrestin-1	KOR beta-arrestin-2	UTI89 phage lysis	GPR35 antagonists	NOD1 inhibition	GPR55 antagonists	GPR55 activation	Rac1 GTP hydrolysis	NTR1 ag	NTR1 ag cell count 20 µM
CC(C)C1Nc2c(C(=O)O)cccc2C(Nc2ccccc2C(=O)O)C1(C)C (stereo not given)	-4.8%	18%	-1.4%	-11%	-32%	-12%	-0.3%	4%	-0.6	39
CCOC(=O)c1sc(NC(=O)/C=C/c2cnn(CC)c2C)c(C(=O)OCC)c1C	-0.7%	11%	5.1%	-15%	19%	13%	0.1%	0%	9.3	57
CC(=O)c1c(C)oc2c1cc(NS(=O)(=O)c1ccc(C(=O)O)cc1)c1ccccc12	3.0%	-58%	-0.3%	10%	11%	7%	-0.3%	2%	0.0	32
COC(=O)NNC(=O)c1cccc(C)c1	-3.0%	10%	-0.9%	-19%	1%	21%	-0.1%	14%	1.3	86
CC1CN(c2ccc([N+](=O)[O-])c(NCCOc3ccccc3)c2)CCN1 (stereo not given)	-4.9%	-30%[20 µM]	0.7%	-6%	-11%	-8%	-0.3%	16%	-2.0	67
COc1ccccc1CNC(=O)c1cc(S(=O)(=O)N2CCOCC2)cn1C	2.6%	0%[20 µM]	-0.2%	-11%	39%	2%	-0.1%	6%	0.0	79
CNCCOc1ccccc1-c1ccccc1	-4.1%	8%	9.6%	-6%	1%	8%	-0.2%	17%	-2.0	43
COc1ccc(C(=O)NC2CC(C)(C)Cc3c2cnn3-c2ccccc2)c(OC)c1 (stereo not given)	2.7%	-11%	0.1%	-9%	-11%	4%	-0.2%	7%	3.5	46
C/C(=N\OC(=O)C1CC1)C1CC1c1ccc(F)cc1 (stereo not given)	-0.3%	8%	-0.4%	1%	-20%	0%	0.5%	0%	-1.1	98
CC(C)(C)c1ccccc1OCCCCN1CCCC1	2.1%	-47%	0.1%	2%	1%	-4%	-0.2%	8%	-1.1	50
COc1ccc(C(=O)N(c2ccc(OC)cc2)S(=O)(=O)c2cccs2)cc1	18%	-21%	1.1%	5%	-16%	18%	0.4%	3%	3.7	50
COc1cc(NC(=O)C/C(C)=N/NC(=O)c2cccc(O)c2)c(OC)cc1Cl	3.6%	-5%	1.0%[50 µM]	5%	-21%	1%	-0.3%	12%	0.8	42

Three of the entries above in order of their number in KOR beta-arrestin-1, lowest first.
mol | KOR beta-arrestin-1
CCOC(=O)c1sc(NC(=O)/C=C/c2cnn(CC)c2C)c(C(=O)OCC)c1C | -0.7%
CC(=O)c1c(C)oc2c1cc(NS(=O)(=O)c1ccc(C(=O)O)cc1)c1ccccc12 | 3.0%
COc1ccc(C(=O)N(c2ccc(OC)cc2)S(=O)(=O)c2cccs2)cc1 | 18%

Following part
SMILES	KOR beta-arrestin-1	KOR beta-arrestin-2	UTI89 phage lysis	GPR35 antagonists	NOD1 inhibition	GPR55 antagonists	GPR55 activation	Rac1 GTP hydrolysis	NTR1 ag	NTR1 ag cell count 20 µM
CC1CCCCC1NC(=O)c1cncc(Br)c1 (stereo not given)	-2.7%	25%	-0.1%	-16%	16%	-14%	0.2%	4%	-3.3	73
O=C(COc1ccc(Cl)cc1)NC1CCSC1=O (stereo not given)	-4.8%	21%	0.1%	-3%	-15%	-27%	-0.2%	13%	-1.3	35
COc1ccc(N2C(=O)CCC(C(C)=O)=C2C)cc1	-0.2%	-4%	-0.4%	-3%	-3%	-8%	-0.3%	-11%	-1.3	78
C=CCn1c2ccccc2c2nnc(SCN3C(=O)c4ccccc4C3=O)nc21	-0.6%	-1%	0.3%	0%	17%	23%	-0.1%	9%	7.5	69
O=C(NCCNc1ccc2ccccc2c1)c1cccn2c(=O)c3sccc3nc12	3.9%	-22%	/	-17%	7%	-1%	0.0%	/	14	59
COC(=O)c1c(NC(=O)c2cnccn2)sc2c1CCC2	-3.9%	-58%	0.3%	15%	-3%	0%	-0.1%	5%	2.4	77
CCc1ccc(CNC(=O)c2nn(C)c3c2CS(=O)(=O)c2ccccc2-3)cc1	-1.8%	-21%	0.6%	-5%	-33%	-8%	0.3%	6%	1.7	77
O=C1CCC(=O)N1c1ccccc1	-0.9%	0%	-0.9%	0%	30%	4%	-0.2%	10%	-1.0	65
Cc1cc(C)nc(N2C(=O)CC(C(C)c3ccccc3)C2=O)n1 (stereo not given)	-2.4%	35%	0.9%	-1%	-6%	1%	0.2%	3%	2.4	84
CCN(c1ccccc1)S(=O)(=O)c1ccc(NC(=O)C(C)(C)C)cc1	-2.4%	16%	3.4%	-6%	7%	-10%	-0.1%	6%	3.3	63
COc1ccc(N2CCN(C(=O)C(=O)c3cn(CC(=O)N4CCOCC4)c4ccccc34)CC2)cc1	7.0%	-45%	0.0%	6%	-10%	-36%	0.4%	9%	0.6	67
O=C(NCCCN1CCOCC1)c1ccc2c(=O)n(Cc3ccc(Cl)cc3)c(=S)[nH]c2c1	-5.8%	-39%	0.2%	4%	4%	-6%	-0.1%	-10%	2.2	74
CNCc1ccc(OCc2ccccc2)c(OC)c1	0.1%	7%	0.5%	28%	-11%	-12%	0.2%	8%	-0.6	72

Part of the list above, in markdown:
| Compound | KOR beta-arrestin-1 | KOR beta-arrestin-2 | UTI89 phage lysis | GPR35 antagonists | NOD1 inhibition | GPR55 antagonists | GPR55 activation | Rac1 GTP hydrolysis | NTR1 ag | NTR1 ag cell count 20 µM |
| --- | --- | --- | --- | --- | --- | --- | --- | --- | --- | --- |
| CC1CCCCC1NC(=O)c1cncc(Br)c1 (stereo not given) | -2.7% | 25% | -0.1% | -16% | 16% | -14% | 0.2% | 4% | -3.3 | 73 |
| O=C(COc1ccc(Cl)cc1)NC1CCSC1=O (stereo not given) | -4.8% | 21% | 0.1% | -3% | -15% | -27% | -0.2% | 13% | -1.3 | 35 |
| COc1ccc(N2C(=O)CCC(C(C)=O)=C2C)cc1 | -0.2% | -4% | -0.4% | -3% | -3% | -8% | -0.3% | -11% | -1.3 | 78 |
| C=CCn1c2ccccc2c2nnc(SCN3C(=O)c4ccccc4C3=O)nc21 | -0.6% | -1% | 0.3% | 0% | 17% | 23% | -0.1% | 9% | 7.5 | 69 |
| O=C(NCCNc1ccc2ccccc2c1)c1cccn2c(=O)c3sccc3nc12 | 3.9% | -22% | / | -17% | 7% | -1% | 0.0% | / | 14 | 59 |
| COC(=O)c1c(NC(=O)c2cnccn2)sc2c1CCC2 | -3.9% | -58% | 0.3% | 15% | -3% | 0% | -0.1% | 5% | 2.4 | 77 |
| CCc1ccc(CNC(=O)c2nn(C)c3c2CS(=O)(=O)c2ccccc2-3)cc1 | -1.8% | -21% | 0.6% | -5% | -33% | -8% | 0.3% | 6% | 1.7 | 77 |
| O=C1CCC(=O)N1c1ccccc1 | -0.9% | 0% | -0.9% | 0% | 30% | 4% | -0.2% | 10% | -1.0 | 65 |
| Cc1cc(C)nc(N2C(=O)CC(C(C)c3ccccc3)C2=O)n1 (stereo not given) | -2.4% | 35% | 0.9% | -1% | -6% | 1% | 0.2% | 3% | 2.4 | 84 |

Only part of the results is shown; the hit share may differ from the screen's.
